# Luciferase inh = Firefly luciferase inhibition profiling of diverse chemical library using quantitative high-throughput screening; purified P. pyralis luciferase, luminescence, biochemical; Potency, µM (titrated, usually from 115 µM), without a hit: top-dose activity change, negative = inhibition, most hits filed as inhibitors; hit rate 2.5% among 76,000; note: potency is the fitted concentration of half-maximal effect; nearly all actives have a fitted effect of over 65% in size
# Target sequence (P08659 whole entry, looked up): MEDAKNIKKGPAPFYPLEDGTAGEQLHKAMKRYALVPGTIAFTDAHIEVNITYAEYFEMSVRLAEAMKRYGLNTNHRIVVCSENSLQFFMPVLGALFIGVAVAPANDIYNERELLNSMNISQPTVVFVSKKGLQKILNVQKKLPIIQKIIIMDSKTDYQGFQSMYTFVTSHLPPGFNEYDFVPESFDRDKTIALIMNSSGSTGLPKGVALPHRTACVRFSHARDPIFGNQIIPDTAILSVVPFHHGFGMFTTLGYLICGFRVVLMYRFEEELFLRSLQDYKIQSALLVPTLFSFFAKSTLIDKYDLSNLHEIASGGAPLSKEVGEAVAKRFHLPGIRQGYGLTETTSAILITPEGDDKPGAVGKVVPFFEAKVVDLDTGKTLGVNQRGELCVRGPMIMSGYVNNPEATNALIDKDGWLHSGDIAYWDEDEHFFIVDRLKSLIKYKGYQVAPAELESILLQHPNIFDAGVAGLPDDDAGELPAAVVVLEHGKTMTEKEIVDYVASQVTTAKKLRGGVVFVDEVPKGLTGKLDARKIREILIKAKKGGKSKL
#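 Purified 10nM P. pyralis luciferase with 10uM D-luciferin and 10uM ATP in 50mM Tris acetate pH 7.5, 10mM Mg acetate, 0.01% Tween-20, 0.05% BSA. qHTS titration; luminescence read by CCD imager.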
# GPT2 inh = Primary qHTS assay for inhibitors of Glutamate pyruvate transaminase 2 (GPT2) | Alanine aminotransferase 2 (Homo sapiens), Q8TD30 | Recombinant GPT2, coupled pyruvate oxidase/HRP Amplex Red fluorescence | Potency, µM (titrated, usually from 57.7 µM), for inactives: at the highest dose activity change, negative = inhibition, hits mostly inhibitors | hit rate 0.25% among 100,000; note: potency is the fitted concentration of half-maximal effect; nearly all actives have a fitted effect of over 60% in size; many of its hits are not listed in these tables
# Target sequence (Q8TD30 whole entry, looked up): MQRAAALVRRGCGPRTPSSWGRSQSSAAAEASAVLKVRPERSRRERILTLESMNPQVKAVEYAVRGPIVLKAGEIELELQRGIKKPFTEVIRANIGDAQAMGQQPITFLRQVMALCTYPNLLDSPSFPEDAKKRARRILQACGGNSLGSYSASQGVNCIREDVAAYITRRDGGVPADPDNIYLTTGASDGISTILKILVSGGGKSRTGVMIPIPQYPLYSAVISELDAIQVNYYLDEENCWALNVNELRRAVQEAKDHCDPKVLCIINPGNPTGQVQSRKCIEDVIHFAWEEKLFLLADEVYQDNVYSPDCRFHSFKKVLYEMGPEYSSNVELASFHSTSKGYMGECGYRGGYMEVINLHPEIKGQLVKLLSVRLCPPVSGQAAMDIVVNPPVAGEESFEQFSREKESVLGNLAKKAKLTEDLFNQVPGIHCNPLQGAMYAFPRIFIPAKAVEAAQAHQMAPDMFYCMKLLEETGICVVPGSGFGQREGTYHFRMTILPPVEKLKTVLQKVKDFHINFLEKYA
#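 Fluorescence read-out: pyruvate from GPT2 turnover coupled to pyruvate oxidase, HRP and Amplex Red (0.2mM ThPP, 0.2U/mL PO and HRP, 50uM Amplex final). Substrates 250uM a-KG, 2mM L-alanine; enzyme 10ng/uL; 30 min RT.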
# 3T3 cytotox = Cytotoxic Profiling in NIH 3T3 Cell Line of Diverse Libraries Using Quantitative High-Throughput Screening; Potency, µM (titrated, usually from 96.7 µM), without a hit: at the highest dose activity change, negative = cytotoxicity, hits mostly inhibitors; hit rate 4.3% among 94,000; NIH 3T3 viability, CellTiter-Glo ATP luminescence, 48-72 h; note: potency is the fitted concentration of half-maximal effect; nearly all actives have a fitted effect of over 55% in size
#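 Cells were seeded at 400 per well, treated with pin-transferred compound, and kept 48 or 72 hr at 37 °C before CellTiter-Glo addition and luminescence imaging of cellular ATP.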
# IP6K1 inhibitor = Primary qHTS assay for small molecule inhibitors of Inositol hexaphosphate kinase 1 (IP6K1); Inositol hexakisphosphate kinase 1 (Homo sapiens), Q92551; IP6K1 kinase, ADP-Glo luminescence, 2 h; hits give low values; activity change, % (series mostly up to about 58 µM); hit rate 0.81% among 140,000; AID 1645851, 2021; in the data active = activity change below about -25%
#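 ADP-Glo luminescence measures ADP made by human IP6K1 during a 2 h RT reaction with ATP/IP6 (mix at 1.3 mM/130 uM); top library doses 57.5 and 19.1 uM final.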
# SNCA expr inh = Primary qHTS assay for inhibitors of alpha-synuclein gene (SNCA) expression. HEK-293 SNCA-luciferase knock-in, luminescence, 24 h. Potency, µM (series often up to 57.2 µM), inactives show at the top dose activity change, negative = inhibition, hits mostly inhibitors. hit rate 0.17% among 140,000. AID 1671194, 2021;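 note: potency is the fitted concentration of half-maximal effect; plate controls were DMSO cells for no effect and cell-free wells for full effect; nearly all actives have a fitted effect of over 45% in size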
# SNCA viab count = GF-AFC viability counterscreen for inhibitors of alpha-synuclein gene (SNCA) expression; Potency, µM (series often up to 57.1 µM), for inactives: at the top dose activity change, negative = cytotoxicity, usual class: cytotoxic; AID 1671193, 2021; hit rate 0.12% among 150,000; HEK-293-SNCA-luc viability, GF-AFC fluorescence, 24 h;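 note: potency is the fitted concentration of half-maximal effect; 0% = DMSO-treated cells and -100% = medium-only wells without cells; nearly all actives have a fitted effect of over 30% in size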
#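 Cytotoxicity counterscreen: after 24 h compound treatment of genome-edited SNCA-luciferase HEK-293 cells, live-cell protease substrate GF-AFC read by fluorescence after 30 min; activity scaled between DMSO (0%) and medium-only (-100%), curves Hill-fitted.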
# HEK293 tox = Cytotoxic Profiling in HEK 293 Cell Line of Diverse Libraries Using Quantitative High-Throughput Screening. HEK 293 viability, ATP luminescence (CellTiter-Glo), 48-72 h. Potency, µM (series often up to 115 µM), inactives show top-dose activity change, negative = cytotoxicity, usual class: inhibitors. hit rate 6.6% among 94,000; note: potency is the fitted concentration of half-maximal effect; nearly all actives have a fitted effect of over 60% in size
#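 Luminescence from cellular ATP, measured with CellTiter-Glo, indicates HEK 293 viability. Cells plated at 250 cells/well are treated with compound for 48 or 72 hr at 37 degree Celsius before reagent addition.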
# An asterisk follows results filed as active; i = inactive; ? = inconclusive; · = not tested or not shown; [ ] = remark or other dose. Unless noted, calls come from the whole dose curve; as a rule, active = well fitted curve in the direction sought with a large enough effect; inconclusive = small, poorly fitted or top-dose-only effect, or another doubt; inactive = no such curve, though single readings can be large; an effect the other way counts as inactive or inconclusive. Unless noted, % is set by controls: 0 for no effect and ±100 for the full control effect. This is a subset (hit frequency here may not be typical).
# Results follow in this order: GPT2 inh | HEK293 tox | IP6K1 inhibitor | SNCA expr inh | SNCA viab count | Luciferase inh | 3T3 cytotox
COc1ccc2nc([C@H]3CCN(Cc4ccccc4)C3)[nH]c2c1
  0%[88.5 µM] | ? | -4 | 131%[activator][87.6 µM] | -1%[87.6 µM] | 22µM* | ?
Cc1ccccc1CNC(=O)CCCn1nc(C)c2sc3ccccc3c2c1=O
  · | · | 33 | 34%[activator] | 18% | · | ·
COc1ccc(CNC(=O)Cn2ncc3c(=O)oc4ccc(C)cc4c32)c(OC)c1
  · | · | 3 | 26% | 2% | · | ·
COCC1CN(S(=O)(=O)c2ccc(C)cc2)CC12CCOCC2 (stereo not given)
  0% | 0% | -6 | 5% | ? | 6% | -15%
Cc1ccc(-c2cc3c(=O)n(CCNC(=O)c4cc(Cl)ccc4F)ccn3n2)cc1C
  -4% | 0% | -8 | -25% | ? | -25% | 1%
O=C1CCN(C(=O)c2ccccc2)CCCC(C(=O)NCC2CC2)CCN1 (stereo not given)
  0% | -7% | 4 | 8% | 3% | 3% | i
COc1ccc(CNC(=O)C2CCCCN2Cc2ccc(-c3cc(F)ccc3OC)cc2)cc1 (stereo not given)
  · | ? | -5 | · | · | · | ?
O=C1CCN(Cc2ccncc2)CCCC(c2nc(-c3cccnc3)no2)CCN1 (stereo not given)
  i | i | 18 | 5% | 5% | -1% | -2%
COc1ccc(OC)c(C(C)NCc2cn[nH]c2-c2ccc(F)cc2)c1 (stereo not given)
  -9% | ? | 0 | 16% | -2% | -1% | -18%
O=C(Nc1ccc(Oc2ccccc2)cc1)N[C@H]1CO[C@H]2[C@@H]1OC[C@H]2OC(=O)Nc1cccc(C(F)(F)F)c1
  -9% | -32% | 55 | -2% | 8% | -16% | -34%
CCOc1ccc(CN2C[C@@H](CO)[C@H](c3ccncc3)C2)cc1
  3% | ? | -12 | -17% | -4% | 1% | -23%
Cc1cccc(OCC(=O)N2CCC[C@H]2c2nc(-c3ccccc3)no2)c1
  -19% | -19% | 4 | 13% | 3% | -12% | -20%
Cc1cc(C)c(S(=O)(=O)N2CC(c3nc(Cc4ccccc4)no3)C2)cc1C
  i | ? | -12 | 25% | 6% | 3% | ?
CC1CCN(C(=O)c2ccccc2OCC2CCCN(C(=O)C3CCOCC3)C2)CC1 (stereo not given)
  i | -13% | 6 | 10% | -28% | · | ?
CCCNc1ncc(CN2CCC(Cc3nn(C)c(=O)n3CC)CC2)cn1
  -1% | -9% | 14 | 33%[activator] | 4% | 14% | -20%
Cc1ccccc1-n1nc(-c2c(C)nc3scc(CC(=O)NC(C)C)n3c2=O)cc1C
  i | -17% | 5 | -9% | 1% | -6% | -12%
CC(=O)ON=C1C(c2c(O)[nH]c3cc(Br)ccc23)=Nc2ccccc21
  i | · | · | 74%[activator] | -10% | · | ·
Nc1ncc(S(=O)(=O)Nc2ccc(OC(F)(F)F)cc2)cn1
  · | · | 0 | 6% | 11% | · | ·
COc1cc(NC(=O)c2cc(-c3ccccc3O)no2)cc(OC)c1OC
  · | · | -1 | ? | -14% | · | ·
O=C(NCc1cccc(F)c1)C1CCN(C(=O)c2ccc(-c3cccs3)cc2)CC1
  · | ? | -7 | · | · | · | ?

# The closing two compounds of the section above open the next one.
# Results follow in this order: GPT2 inh | HEK293 tox | IP6K1 inhibitor | SNCA expr inh | SNCA viab count | Luciferase inh | 3T3 cytotox
COc1cc(NC(=O)c2cc(-c3ccccc3O)no2)cc(OC)c1OC
  · | · | -1 | ? | -14% | · | ·
O=C(NCc1cccc(F)c1)C1CCN(C(=O)c2ccc(-c3cccs3)cc2)CC1
  · | ? | -7 | · | · | · | ?
COc1cccc(C(=O)N2CC3(Cc4ccccc4N(C(C)=O)C3)C2)c1
  i | -25% | -2 | 12% | 0% | -2% | -25%
Cc1ccc(-n2ncc(C(=O)NCCN3CCc4ccccc4C3)c2C2CCN(C(=O)OC(C)(C)C)CC2)cc1
  · | · | 31 | -25% | ? | · | ·
COc1ccc(C(=O)N2CCn3c(nnc3-c3cccnc3)C2)cc1
  2% | -4% | -7 | -7% | 22% | · | -7%
Cc1cccc(C(=O)N2CCC(c3noc(CO)n3)C2)c1 (stereo not given)
  -12% | i | -4 | -9% | -7% | -6% | 4%
CCCSc1ncc(Cl)c(C(=O)NCc2ccc(OC)cc2)n1
  · | · | -11 | -7% | -1% | · | ·
COc1cc(CN2CCN(c3cc(C)nc(N)n3)CC2CCO)cc(OC)c1 (stereo not given)
  -3% | -27% | -4 | 4% | -9% | 1% | -20%
CNC(=O)N1C[C@@H](CN(C)C)[C@H](NC(=O)CC2CCCC2)C1
  -1% | -2% | 9 | 7% | 14% | -8% | -9%
COc1ccc(N(CC(=O)NC(C)c2ccccc2)S(=O)(=O)c2c(C)noc2C)cc1 (stereo not given)
  · | · | -6 | -13% | 15% | · | ·
CC(C)(C)OC(=O)N1CCC(NC(=O)c2nc(-c3ccccc3)c3ccccn23)CC1
  -6% | ? | -15 | 92%[activator] | 1% | · | ?
COc1ccc(F)cc1-c1cccc(C(=O)NCCNC(=O)c2ccc(C)cc2)c1
  i | ? | 2 | ? | -17% | · | -32%
Cc1cccc(CN2CCc3c(n(Cc4cccnc4)n(-c4ccccc4)c3=O)C2)n1
  -1%[88.5 µM] | -2%[172 µM] | 8 | -4%[87.6 µM] | -3%[87.6 µM] | 1%[172 µM] | 100µM*
O=C1CN(C(=O)c2ccc(S(=O)(=O)N3CCCC3)cc2)C(c2ccccc2)c2cc(F)ccc2N1 (stereo not given)
  · | · | -7 | -8% | -9% | · | ·
CNC(=O)[C@@H]1CN(C(=O)c2cc(C)on2)C[C@H]1COC
  3% | 0% | 5 | -9% | 5% | 3% | i
CS(=O)(=O)N1CCN(C(=O)N2CCOCC2)[C@@H](C(=O)N[C@@H](CC2CCCCC2)C(N)=O)C1
  4% | -1% | 15 | -2% | 1% | -4% | i
CN(C)C[C@@H]1CN(C2CCOCC2)C[C@H]1NC(=O)c1ccc(F)c(Cl)c1
  -2% | 79µM* | -1 | -15% | 9% | -11% | ?
COCCCNC(=O)c1c(C)noc1-c1cc(OC)c(OC)c(OC)c1
  4% | -29% | 23 | 4% | 10% | -2% | -23%
CCc1nc2c(NC(=O)NC3CCCCC3)cccn2n1
  -5% | -20% | 25 | 23% | -3% | ? | -22%
Cc1ccc(C)c(N2CCN(c3nc4ccccc4c(=O)n3-c3ccccc3)CC2)c1
  · | · | -8 | 2.5µM* | 25% | · | ·
CN(C(=O)Cc1ccsc1)C1CCc2nn(C)c(=O)n2CC1 (stereo not given)
  -2% | i | 7 | 2% | 11% | 7% | -2%
COc1cccc(CCNC(=O)c2cc(-c3ccc(C(F)(F)F)cc3)nc3c2cnn3C)c1
  · | ? | -8 | · | · | · | -24%

# Reformatted as labelled records: 4 of the compounds above
SMILES: CC(C)(C)OC(=O)N1CCC(NC(=O)c2nc(-c3ccccc3)c3ccccn23)CC1
  GPT2 inh = -6%; HEK293 tox = ?; IP6K1 inhibitor = -15; SNCA expr inh = 92%[activator]; SNCA viab count = 1%; Luciferase inh = ·; 3T3 cytotox = ?
SMILES: COc1cc(CN2CCN(c3cc(C)nc(N)n3)CC2CCO)cc(OC)c1 (stereo not given)
  GPT2 inh = -3%; HEK293 tox = -27%; IP6K1 inhibitor = -4; SNCA expr inh = 4%; SNCA viab count = -9%; Luciferase inh = 1%; 3T3 cytotox = -20%
SMILES: CS(=O)(=O)N1CCN(C(=O)N2CCOCC2)[C@@H](C(=O)N[C@@H](CC2CCCCC2)C(N)=O)C1
  GPT2 inh = 4%; HEK293 tox = -1%; IP6K1 inhibitor = 15; SNCA expr inh = -2%; SNCA viab count = 1%; Luciferase inh = -4%; 3T3 cytotox = i
SMILES: COc1ccc(F)cc1-c1cccc(C(=O)NCCNC(=O)c2ccc(C)cc2)c1
  GPT2 inh = i; HEK293 tox = ?; IP6K1 inhibitor = 2; SNCA expr inh = ?; SNCA viab count = -17%; Luciferase inh = ·; 3T3 cytotox = -32%

# Additional records:
# Results follow in this order: GPT2 inh | HEK293 tox | IP6K1 inhibitor | SNCA expr inh | SNCA viab count | Luciferase inh | 3T3 cytotox
CCC(C)NC(=O)CSc1nc(-c2ccc(F)cc2)cc(C(F)(F)F)n1 (stereo not given)
  · | · | -6 | 11% | 10% | · | ·
COC(=O)c1ccccc1NC(=O)c1cc(-c2ccccc2O)no1
  · | · | 20 | -7% | -15% | · | ·
COc1ccc(CNC(=O)CCCN2C(=O)c3cccnc3Oc3ccc(Cl)cc32)cc1
  · | · | 15 | -25% | -11% | · | ·
COCc1nncn1C1CCN(C(=O)c2cc(C)cc(C)c2)CC1
  2% | -4% | 4 | -15% | -6% | -1% | i
O=C(NCc1ccco1)NC1CCc2nnc(C3CC3)n2CC1 (stereo not given)
  0% | i | -13 | -16% | -5% | 8% | i
CCOC(=O)c1ccc(OCC2c3cc(OC)c(OC)cc3CCN2C(=O)Cc2ccc(F)cc2)cc1 (stereo not given)
  · | · | 9 | -10% | -13% | · | ·
Cc1cccc(Cn2c(SCc3ccc(C(=O)NCc4cccs4)cc3)nc3cccnc32)c1
  · | · | 4 | ? | -27% | · | ·
COc1ccc(-c2cc(C(=O)NCC[S+](C)(=O)[O-])c3c(c2)N(C)CCO3)cn1
  -3%[88.5 µM] | ? | -22 | -3%[87.6 µM] | -8%[87.6 µM] | 3%[172 µM] | ?
CN1C[C@@H](NC(=O)c2ccco2)C[C@H]1c1nc(-c2cccnc2)no1
  -6%[88.5 µM] | 2%[172 µM] | -6 | 7%[87.6 µM] | -6%[87.6 µM] | -13%[172 µM] | -2%[174 µM]
CCN1CCc2[nH]cnc2C12CCN(C(=O)C1CCc3ccccc3C1)CC2 (stereo not given)
  ? | -27% | 11 | -28% | ? | -2% | -25%
COc1cccc(CN2CCc3c(cc(C(=O)Nc4cc(C)ccc4C)n3C)C2)c1
  -8% | ? | -9 | 104%[activator] | -3% | 32µM* | ?
Cc1ccc2c(c1)c1c(c(=O)n(-c3ccccc3)c(=O)n1CC(=O)N1CCCC1)n2C
  · | · | 16 | 32%[activator] | -5% | · | ·
CCc1nc(-c2c3n(c(=O)n(CC(=O)Nc4cccc(OC)c4)c2=O)CCCC3)no1
  i | -1% | 42 | 1% | 1% | 1% | -6%
COc1ccc(OC)c(CNC(=O)c2cccc(NC(=O)N3CCSc4ncccc43)c2)c1
  · | · | 6 | 3% | -12% | · | ·
O=C1NCCCCCCN(C(=O)Cc2ccccc2)[C@@H]2CCC[C@H]12
  0% | -3% | 0 | -5% | 6% | -1% | -8%
